Screens (PubChem)
LYP phosphatase: PTPN22 lymphoid phosphatase activity blockers – biochemical, fluorescence intensity, uHTS (AID 1779) | actives 0.054% (n = 290,000) | recombinant LYP phosphatase, fluorescence intensity; higher % means a stronger effect | inhibition, % at 11.5 µM, or IC50 in µM where a hit was titrated;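 note: plate controls were vehicle with enzyme for no effect and no enzyme for full effect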
M1AAP inhibition: P. falciparum M1AAP inhibitors, biochemical, fluorogenic H-Leu-NHMec substrate, 1536-well (AID 1445); recombinant M1AAP, H-Leu-NHMec fluorogenic kinetic assay; higher % means a stronger effect; inhibition, % at 30 µM, or IC50 in µM where a hit was titrated; actives 0.42% (n = 220,000);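 active = primary inhibition above the hit cutoff, then over 50% inhibition at one or more dose response concentrations, cut at about 23% in these data, passing the limit was not always enough; inconclusive = conflicting primary data, or primary hits not chosen for dose response; inactive = low primary inhibition, or under 50% at every dose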;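 note: plate controls were DMSO full reaction for no effect and no enzyme background for full effect; strong numbers were not always called active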
M17LAP inhibition: P. falciparum M17LAP inhibitors, primary screen, biochemical, fluorogenic H-Leu-NHMec substrate, 1536-well (AID 1619); recombinant M17LAP, H-Leu-NHMec fluorogenic kinetic assay; higher % means a stronger effect; inhibition, % at 30 µM; hits with a dose series show IC50 in µM; actives 0.38% (n = 220,000);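 active = compound inhibiting the enzyme by more than half at any dose during confirmatory dose-response retesting; inconclusive = strong single-dose inhibitors picked by rank but not retested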;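 note: plate controls were full reaction with DMSO carrier for no effect and no enzyme background for full effect; strong numbers were not always called active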
Siah-1 displacement: Siah-1 peptide-binding antagonists, primary screen, biochemical, fluorescence polarization, rhodamine-plectin, uHTS (AID 1817) | Siah-1 / rhodamine-plectin peptide fluorescence polarization; higher % means a stronger effect | actives 0.02% (n = 290,000) | one-dose displacement, % at 20 µM; IC50 in µM for titrated hits;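 active = displacement of at least 50% at 20 µM, with a fluorescence ratio check between 0.3 and a set limit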;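 note: plate controls were Siah plus tracer with DMSO for no effect and tracer alone without Siah for full effect; strong numbers were not always called active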
Hep lipid drop: modulators of hepatic lipid droplet formation; inhibition, % at 6.5 µM; actives 0.4% (n = 240,000); AID 1656; AML12 mouse hepatocytes, oleate lipid droplets, BODIPY imaging;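 active = lipid droplet intensity inhibited by at least 50%, with more than 500 cells counted; inconclusive = wells with under 300 cells, treated as cytotoxic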
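System: AML12 hepatocytes (mouse). Probe or stimulus: oleic acid at 100 µM to induce lipid droplet formation. Times: overnight treatment with compound plus oleate. Detection: Image-based BODIPY and DAPI two-channel analysis. Evaluation: percent inhibition of filter-corrected integrated lipid droplet intensity per well.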
CSM14.1 death rescue: rescue of cells from ER stress-induced death, primary screen, 384-well, CSM14.1, thapsigargin, ATP luminescence (AID 1222). CSM14.1 thapsigargin-induced death rescue, ATP luminescence; higher % means a stronger effect. one-dose cellular ATP content (survival), % at 20 µM; EC50 in µM for titrated hits. 190,000 tested, under 10 active;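 active = EC50 below 50 µM in the dose-response confirmation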;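 note: death triggered by thapsigargin at about 15 µM added after 2 h compound pretreatment; cell ATP read after overnight thapsigargin exposure of roughly 18 to 22 hours; normalized against plate controls of thapsigargin alone and 5% DMSO vehicle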
AID2073: disruptors of CaV2.2 binding to Mint1 – biochemical, HTRF (AID 2073). HTRF protein-protein interaction, Mint1-CaV2.2; higher % means a stronger effect. one-dose inhibition, % at 20 µM; IC50 in µM for titrated hits. actives 0.19% (n = 290,000); in the data active = inhibition mostly above about 51%, no sharp cut-off; inconclusive = no clear call, values can overlap the other calls; inactive = mostly below about 53%; note: some results filed as inactive read as strong as hits
HEK293 NOD2/NF-kB: NOD2 signaling inhibitors, cell-based, luminescence, uHTS, HEK293 (AID 1566); HEK293 NOD2/NF-kB luciferase reporter, luminescence; higher % means a stronger effect; one-dose inhibition, % at 4 µM; EC50 in µM for titrated hits; actives 0.63% (n = 290,000); note: many of its hits are not listed in these tables
XIAP displacement: XIAP antagonists, biochemical, IAP family, fluorescence polarization (AID 1018). XIAP BIR domain, fluorescence polarization peptide displacement; higher % means a stronger effect. displacement, % at 20 µM; hits with a dose series show IC50 in µM. actives 0.007% (n = 200,000); in the data active = displacement above about 50%; note: a part of the inactive calls stands beside numbers as strong as those of hits
Hep lipid drop cells 6.5 µM: further read-out of Hep lipid drop, marked with its call; cell count; measured here: cell count, cytotoxicity flag;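 cells counted across two imaged fields per well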
The depositor's hits bear a star; ? = inconclusive; . = not tested or not shown. Cut-off read from the data, not from the text of the source, unless noted: active = inhibition above about 50%; inactive = the rest. These rows are one share of the data, so the mix of outcomes need not match the whole.

SMILES	LYP phosphatase	M1AAP inhibition	M17LAP inhibition	Siah-1 displacement	Hep lipid drop	Hep lipid drop cells 6.5 µM	CSM14.1 death rescue	AID2073	HEK293 NOD2/NF-kB	XIAP displacement
O=C(COC(=O)c1ccc(NS(=O)(=O)c2ccc3c(c2)OCCO3)cc1)NC1CC1	-10%	7%	8%	4%	6	801	4.6%	-2%	17%	-1.4%
O[C@H]1COC2C1OC[C@@H]2O (stereo partly specified)	3%	3%	2%	-3%	-1	764	-2.7%	4%	-2%	-16%
COc1cc(NC(=O)c2cccs2)ccc1NC(=O)c1ccccc1Cl	5%	3%	6%	15%	31	760	-1.3%	1%	2%	-3.1%
CC(C)C(NC(=O)c1ccco1)C(=O)OCc1cc([N+](=O)[O-])cc2c1OCOC2 (stereo unspecified)	-5%	13%	2%	0%	-20	687	2.3%	-10%	6%	-3.8%
CN(Cc1ccccc1)S(=O)(=O)c1ccc2[nH]c(=O)ccc2c1	-7%	.	.	-4%	17	757	.	13%	5%	.
CC(C)c1ccccc1NC(=O)CNCCOc1ccccc1F	-3%	.	.	5%	.	.	.	22%	-2%	.
O=C(C1CC(=O)N(c2ccc(F)cc2)C1)N1CCCCC1 (stereo unspecified)	-8%	.	.	-4%	6	771	.	-15%	3%	.
CCn1nc(NC(=O)C(C)C)c2cc3ccc(C)cc3nc21	-10%	.	.	-5%	-20	669	.	20%	-14%	.
S=C(Nc1ccc(Oc2ccccc2)cc1)NC1CCCCC1	7%	4%	-7%	-2%	-24	622	-0.9%	9%	-62%	-6.3%
COc1cc(C(=O)N/N=C/c2cc([N+](=O)[O-])cs2)cc(OC)c1OC	-4%	-2%	19%	2%	?	.	-1.6%	-2%	-13%	-6.8%
O=C(Nc1ccc(O)c(C(=O)O)c1)c1cccc(NC(=O)c2ccco2)c1	-6%	.	.	6%	-1	801	.	-4%	10%	.
Cc1cc(C(=O)N2CCN(C(c3ccccc3)c3ccccc3)CC2)no1	4%	4%	-5%	4%	3	645	-1.1%	-3%	9%	-6.3%
CC(=O)c1ccc(N2CCN(C(=O)[C@H](C)NC(=O)c3ccccc3Cl)CC2)cc1	-8%	.	.	12%	-2	782	.	-1%	1%	.
O=C(NCc1ccc2c(c1)OCO2)c1ccc(Cl)s1	-4%	-3%	1%	-8%	3	635	-1.1%	-1%	-23%	-5.6%
O=C(CCOc1ccccc1)OCC(=O)c1cc2ccccc2o1	1%	-3%	-12%	-2%	.	.	-0.4%	10%	4%	-22%
Cc1ccc(NC(=O)c2ccc(OC(=O)c3cc4ccccc4o3)cc2)cc1	-8%	13%	4%	4%	-2	754	-1.0%	20%	-50%	-7.3%
Cc1ccn2c(CNCCn3nc(C)cc3C)c(C(=O)N3CCCCCC3)nc2c1	-5%	5%	26%	4%	-12	655	-0.4%	4%	10%	-2.5%
CCN(C(=O)COC(=O)c1[nH]c(C)c(C(C)=O)c1C)C1CCS(=O)(=O)C1 (stereo unspecified)	-12%	4%	-5%	17%	.	.	-1.1%	4%	5%	-4.7%
COc1ccccc1-n1c(SCC(=O)O)nnc1-c1ccc(S(=O)(=O)N2CCCCC2)cc1	-5%	4%	-18%	0%	-4	733	1.4%	-13%	1%	-23%
O=c1cc(CN2CCN(c3ccccc3)CC2)nc2scc(-c3ccccc3)n12	3%	7%	-6%	4%	-20	658	-0.2%	34%	4%	-4.1%
CCCCOC(=O)c1ccc(NC(=O)c2c(Cl)ccc(Cl)c2OC)cc1	-6%	-3%	-11%	-1%	-4	563	0.1%	28%	19%	0.1%
Cc1ccc(CNC(=O)c2ccc(N3CCc4ccccc43)c([N+](=O)[O-])c2)cc1	8%	-1%	-5%	1%	-5	614	-1.6%	7%	-32%	-7.9%
CCOC(=O)c1cnc(C(C)(C)C)[nH]c1=O	0%	3%	4%	-2%	-4	754	-1.2%	0%	8%	-5.1%
Cc1ccc(C2c3[nH]c4ccccc4c3C[C@H]3C(=O)N(c4ccccc4C(=O)NCCN4CCOCC4)C(=O)N23)cc1 (stereo partly specified)	-9%	.	.	10%	-2	764	.	-8%	10%	.
COCC(C)Nc1ncnc2c1cnn2-c1ccc(Cl)cc1 (stereo unspecified)	-5%	4%	9%	8%	3	696	-1.6%	6%	-101%	-3.1%
O=C(O)c1ccccc1SC1CC(=O)N(c2ccccc2)C1=O (stereo unspecified)	-3%	-2%	-2%	-1%	-11	649	0.2%	16%	6%	-5.5%
Cc1cc(N2C(=O)C(O)=C(C(=O)c3ccc(C)o3)C2c2ccc([N+](=O)[O-])cc2)no1 (stereo unspecified)	-5%	.	.	5%	-7	652	.	5%	-2%	.
O=C(Cn1cnc(S(=O)(=O)N2CCCCC2)c1)NCc1ccco1	-9%	.	.	3%	-1	651	.	2%	4%	.
CC(=O)NCCCc1nc2ccccc2n1Cc1ccccc1F	-2%	.	.	4%	-8	708	.	8%	7%	.
COc1ccc(OC)c(NC(=O)C(C)Oc2ccc(Br)cc2)c1 (stereo unspecified)	-1%	4%	6%	1%	6	750	8.7%	-1%	26%	-8.5%
O=C(N/N=C/c1sc(N2CCCCC2)nc1-c1cccs1)c1cccnc1	11%	10%	2%	-11%	29	684	4.2%	11%	2%	-3.0%
CS(=O)(=O)N(CC(=O)NCCSc1ccccn1)c1cccc2ccccc12	-4%	1%	-3%	-2%	1	687	-2.6%	4%	7%	-8.1%
CC1CCN(S(=O)(=O)c2ccc3c(ccn3CCC(=O)NC(C)C)c2)CC1	-6%	.	.	-4%	-2	726	.	9%	1%	.
Cc1ccc(NC(=S)NC(=O)C2CCCC2)cc1C	4%	.	.	12%	-85	632	.	0%	-35%	.
Oc1ccccc1/C=N/n1c2ccccc2c2ccccc21	0%	4%	-16%	6%	.	.	0.8%	5%	9%	-11%
CCOC(=O)c1c(NC2=NS(=O)(=O)c3ccccc32)sc2c1CCC(C)C2 (stereo unspecified)	-3%	8%	-2%	6%	-1	576	1.6%	6%	15%	32%
Nn1c(SCc2nc3ccccc3[nH]2)nnc1-c1ccccc1	-7%	0%	12%	-2%	.	.	-1.4%	-4%	7%	-9.0%
CC(C)=CCC/C(C)=C/CC/C(C)=C/CC/C(C)=C/CC1=C(C)C(=O)c2ccccc2C1=O	7%	8%	2%	2%	-2	665	.	37%	8%	.
CSc1ncc(CN2CCc3c([nH]c4ccccc34)C2c2cccc(C)n2)cn1 (stereo unspecified)	-4%	6%	-4%	8%	-18	704	.	-1%	16%	.
N#Cc1ccccc1NC(=O)CSc1nnc(-c2ccccc2)n1-c1ccccc1	-2%	9%	-4%	2%	-42	542	-0.8%	-3%	9%	-6.1%
OC(COCC1COc2ccccc2O1)CN1CCc2ccccc2C1 (stereo unspecified)	1%	-1%	-9%	-1%	.	.	-3.0%	2%	-2%	-7.0%
Cc1noc(NS(=O)(=O)c2ccc(NC(=O)c3cc(-c4ccccc4Cl)nc4ccccc34)cc2)c1C	4%	5%	10%	8%	-4	671	-0.9%	10%	16%	-6.0%
Cc1sc(C(C2C(=O)CC(C)(C)CC2=O)C2C(=O)CC(C)(C)CC2=O)cc1[N+](=O)[O-]	2%	15%	20%	-3%	11	736	5.6%	38%	-9%	-4.7%
CSc1nnc2c3ccccc3n(CCc3ccccc3)c2n1	3%	1%	-9%	2%	.	.	1.1%	11%	-6%	-8.9%
Nc1cc[n+](CC(=O)c2ccccc2)cc1	-13%	.	.	-4%	2	799	.	13%	11%	.
COC(=O)c1nn(-c2ccc(OC)cc2)c(=O)cc1Oc1cccc(Cl)c1	-4%	10%	-6%	3%	.	.	-0.4%	11%	24%	-4.2%
CCN(C(=O)CSc1nnc(-c2ccncc2)n1C)C1CCS(=O)(=O)C1 (stereo unspecified)	-7%	3%	2%	-2%	0	750	-3.3%	0%	-10%	-2.8%
O=C(N/N=C/c1cccnc1)c1ccc([N+](=O)[O-])cc1Cl	3%	4%	3%	0%	.	.	-1.3%	20%	-18%	-6.8%
CCOc1ccc(N(CC(=O)NCC2CCCO2)S(=O)(=O)c2ccc(OC)c(OC)c2)cc1 (stereo unspecified)	-8%	0%	-2%	7%	-4	708	-2.9%	22%	1%	-0.4%
CCCCCC(=O)Nc1cccc(C2=NOC3(C2)C[C@H](C(N)=O)N(C(=O)c2ccccc2)C3)c1 (stereo partly specified)	-2%	9%	-4%	12%	.	.	.	15%	12%	.
C/C(=N\NC(=O)c1ccc2c(c1)OCO2)c1ccc(C(=O)O)s1	-3%	6%	32%	-3%	8	637	-1.7%	-2%	14%	-5.7%
O=C(CN1C(=O)S/C(=C\c2ccc(F)cc2)C1=O)NC1C=CS(=O)(=O)C1 (stereo unspecified)	-2%	.	.	12%	-6	716	.	8%	-18%	.
O=C(NNC(=S)Nc1ccccc1)c1cccnc1	-6%	.	.	-4%	1	849	.	-17%	-8%	.
CC(C)(C)NC(=O)C(c1cccs1)N(CC1CCCO1)C(=O)Cn1nnc(-c2cccs2)n1 (stereo unspecified)	-3%	4%	10%	2%	.	.	0.4%	-3%	3%	-4.7%
Cc1ccc(NCC(=O)N=Nc2c(O)n(C)c3ccccc23)cc1	-6%	.	.	-3%	7	709	-1.7%	-12%	-2%	-8.5%
N#Cc1cnn(Cc2ccc(Cl)cc2)c1N	1%	-2%	-9%	6%	6	687	-2.7%	-2%	11%	-2.7%
CCOC(=O)c1sc2nc(C)nc(SCC(=O)NC(C)CCc3ccccc3)c2c1C (stereo unspecified)	-2%	0%	6%	0%	15	691	-3.5%	-2%	15%	-3.8%
CC(C)(C)CC(=O)Nc1ccc(S(=O)(=O)N2CCCC2)cc1	1%	4%	4%	-4%	-36	748	-1.0%	9%	.	-6.0%
COc1ccccc1N1CCN(CCc2n[nH]c(=S)n2-c2ccccc2)CC1	-4%	-6%	-3%	4%	3	686	-1.9%	-22%	-10%	-2.5%
Cn1cc(C(=O)N/N=C/c2cc(Br)cs2)c2ccccc21	6%	8%	1%	17%	32	791	.	23%	13%	.
O=C(CSc1nnc(Cc2cc(=O)[nH]c(=O)[nH]2)n1-c1ccc(F)cc1)N1CCCCC1	-9%	-1%	0%	0%	.	.	0.1%	-3%	13%	-0.4%
